NCOA3 inh – human NCOA3 inhibition; Q9Y6Q9; HEK293 GAL4-SRC3 luciferase reporter, luminescence; inhibition, % at 3.6 µM; 0.17% of 360,000 active; AID 588352;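 active = inhibition above a per-campaign cutoff, the mean of all compounds plus 3 SD, cut at about 60% in these data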;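 also: 0% = DMSO-treated cells and 100% = gossypol-treated cells at 36 µM; higher means less SRC3-driven luciferase light from the GAL4 reporter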
NR2F2 inh – NR2F2 (human) inhibition, primary screen; inhibition, % at 8.6 µM; 0.7% of 370,000 active; HEK293T NGFI-A luciferase reporter, luminescence; P24468;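 active = inhibition above a per-plate cutoff, mean inhibition of test wells between control levels plus 3 SD, cut at about 38% in these data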;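 also: cells cotransfected with COUP-TFII expression vector driving the NGFI-A reporter; 0% = median of COUP-TF2 test wells and 100% = reporter-only cells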
EBV LMP1 NFkB – inhibitors of Epstein-Barr LMP1-induced NF-kappaB reporter | inhibition, % at 12.5 µM | 0.69% of 350,000 active | LMP1-induced NF-kappaB luciferase reporter cells, luminescence; in the data active = inhibition above about 41%;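 also: 0% = neutral control wells and 100% = reference inhibitor control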
TWEAK Fn14 block – blocks TWEAK-Fn14 interaction in a reporter cell assay | TWEAK-stimulated Fn14 reporter cells, luciferase luminescence, 8 h | 2% of 360,000 active | inhibition, % at 10 µM; in the data active = inhibition above about 50%
NOD2-RIPK2 inh – blocks binding of human NOD2 to RIPK2. O43353. CHO BLA complementation NOD2-RIPK2, CCF4 ratio. inhibition, % at 4.98 µM. 0.38% of 360,000 active. AID 624267; in the data active = inhibition above about 21%;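 also: 0% = vehicle only and 100% = reference blocker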
Target sequence (O43353 whole entry, looked up): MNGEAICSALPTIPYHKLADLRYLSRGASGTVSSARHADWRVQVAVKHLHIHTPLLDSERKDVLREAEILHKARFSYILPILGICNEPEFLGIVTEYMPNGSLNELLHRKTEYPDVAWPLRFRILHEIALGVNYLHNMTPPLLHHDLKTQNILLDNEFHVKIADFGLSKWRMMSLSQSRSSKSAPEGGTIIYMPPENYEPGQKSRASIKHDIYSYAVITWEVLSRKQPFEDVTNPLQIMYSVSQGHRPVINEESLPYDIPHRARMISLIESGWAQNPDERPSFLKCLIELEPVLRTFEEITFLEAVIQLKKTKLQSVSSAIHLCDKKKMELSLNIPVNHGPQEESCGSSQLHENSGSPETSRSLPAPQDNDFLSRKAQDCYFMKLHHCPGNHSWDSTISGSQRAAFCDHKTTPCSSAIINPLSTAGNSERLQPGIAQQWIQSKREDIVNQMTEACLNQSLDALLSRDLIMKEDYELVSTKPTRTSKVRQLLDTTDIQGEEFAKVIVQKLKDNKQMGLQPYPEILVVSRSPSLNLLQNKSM
SRC1 inh – inhibitors of human steroid receptor coactivator 1 (SRC1); HEK293 GAL4-SRC1 luciferase reporter, luminescence; 0.12% of 360,000 active; AID 588354; inhibition, % at 3.6 µM;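 active = inhibition above the campaign mean plus 3 SD, with each screening campaign given its own cutoff, cut at about 60% in these data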;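 also: 0% = DMSO treated cells and 100% = gossypol at 36 µM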
TLR9-MyD88 block – TLR9-MyD88 interaction inhibition | inhibition, % at 4.98 µM | Q9NR96+Q99836 | 0.21% of 340,000 active | CHO BLA complementation TLR9-MyD88, CCF4 FRET ratio;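 active = inhibition above the mean over all tested compounds plus 3 SD, cut at about 21% in these data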;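 also: 0% = DMSO only wells and 100% = clavulanate BLA inhibitor control wells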
NCOA2 inhibitor – human SRC2 (NCOA2) inhibition; Q15596; 0.17% of 370,000 active; inhibition, % at 9 µM; HEK293 GAL4-SRC2 luciferase reporter, luminescence;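 active = inhibition above the mean inhibition of all tested compounds plus 3 SD, set per campaign, cut at about 52% in these data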;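 also: 0% = DMSO treated cells and 100% = cells given Gossypol at 36 µM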
TROY NFkB inh – inhibitors of TROY-dependent NF-kB signaling. 0.98% of 360,000 active. Q293 LMP1-TROYcd NF-kB luciferase reporter, 4 h. inhibition, % at 10 µM;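 active = compounds whose plate-normalised and pattern-corrected inhibition of the luciferase reporter signal at the single screening dose is 50% or more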
NR5A2 inv ag – NR5A2 inverse agonism in reporter assay; inhibition, % at 3.6 µM; 0.13% of 360,000 active; O00482; HEK293T StAR-luciferase reporter, LRH-1 transfected, 24 h;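 active = inhibition above the mean inhibition of all tested compounds plus 3 SD, cut at about 73% in these data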;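 also: 0% = DMSO wells and 100% = reporter-only cells lacking LRH-1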
TRAIL sens C8 – caspase-8 TRAIL sensitization | NB7+C8 cells + TRAIL, ATPlite viability luminescence | inhibition (viability loss, TRAIL sensitization), % at 10 µM | 1% of 360,000 active | AID 624354;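 active = compounds causing at least 50% loss of cell viability in the single-dose screen, relative to plate controls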
The depositor's hits bear a star. This is a subset; count on the stated rates, not on these rows.

Compound	NCOA3 inh	NR2F2 inh	EBV LMP1 NFkB	TWEAK Fn14 block	NOD2-RIPK2 inh	SRC1 inh	TLR9-MyD88 block	NCOA2 inhibitor	TROY NFkB inh	NR5A2 inv ag	TRAIL sens C8
CC(Oc1ccc(S(=O)(=O)N2CCCC2)cc1[N+](=O)[O-])C(=O)NC1(C#N)CCCCC1 (stereo unspecified)	8	-7	9	11	-3	5	-6	9	-16	19	18
COC(=O)c1ccccc1NC(=O)C1CC(c2ccccc2O)=NO1 (stereo unspecified)	23	1	-15	27	-13	13	-11	-1	8	-20	-28
Nc1ccn(CC(=O)N[C@H](CO)Cc2c[nH]c3ccccc23)c(=O)n1	9	0	5	7	-1	2	-1	0	-3	8	-6
COCCn1c(N)c(C(=S)NC(=O)c2cccs2)c(=O)[nH]c1=O	8	-6	-17	14	9	4	-15	-3	11	-4	-31
CCOC(=O)c1c(NC(=O)c2ccncc2)sc(C)c1C	7	10	-2	-30	-3	-15	-7	8	-17	-4	-8
O=C(Cc1c[nH]c2ccccc12)N1CCc2ccccc21	-40	-34	-37	-14	-9	-43	5	-49	-57	-2	1
CCC(C(=O)NCCc1ccccc1)c1ccccc1 (stereo unspecified)	-22	0	8	6	-4	6	-3	12	4	-6	-7
CCCOc1ccc(Cc2c(Cl)nc(SC)nc2N(C)C)cc1	11	14	9	25	-19	11	-7	19	16	-1	16
COc1cccc2cc(C(=O)N3CC(C)OC(C)C3)c(=O)oc12 (stereo unspecified)	0	-5	0	-2	2	1	-7	-16	-8	9	17
CN(CP(=O)(O)CN(C)S(C)(=O)=O)S(C)(=O)=O	0	5	0	7	-5	6	-2	1	2	-2	6
O=c1[nH]c2ccc(Cl)cc2c(-c2ccccc2)c1N1CCOCC1	14	-5	-6	-3	-7	5	8	-35	23	11	-15
NC(=O)NC(CC(=O)NCCc1ccc(S(N)(=O)=O)cc1)c1ccc(Cl)cc1 (stereo unspecified)	8	-15	-7	7	-24	-2	-4	8	7	2	5

Whole records as entered above:
CN(CP(=O)(O)CN(C)S(C)(=O)=O)S(C)(=O)=O as listed: NCOA3 inh = 0; NR2F2 inh = 5; EBV LMP1 NFkB = 0; TWEAK Fn14 block = 7; NOD2-RIPK2 inh = -5; SRC1 inh = 6; TLR9-MyD88 block = -2; NCOA2 inhibitor = 1; TROY NFkB inh = 2; NR5A2 inv ag = -2; TRAIL sens C8 = 6
NC(=O)NC(CC(=O)NCCc1ccc(S(N)(=O)=O)cc1)c1ccc(Cl)cc1 (stereo unspecified) as listed: NCOA3 inh = 8; NR2F2 inh = -15; EBV LMP1 NFkB = -7; TWEAK Fn14 block = 7; NOD2-RIPK2 inh = -24; SRC1 inh = -2; TLR9-MyD88 block = -4; NCOA2 inhibitor = 8; TROY NFkB inh = 7; NR5A2 inv ag = 2; TRAIL sens C8 = 5
CC(Oc1ccc(S(=O)(=O)N2CCCC2)cc1[N+](=O)[O-])C(=O)NC1(C#N)CCCCC1 (stereo unspecified) as listed: NCOA3 inh = 8; NR2F2 inh = -7; EBV LMP1 NFkB = 9; TWEAK Fn14 block = 11; NOD2-RIPK2 inh = -3; SRC1 inh = 5; TLR9-MyD88 block = -6; NCOA2 inhibitor = 9; TROY NFkB inh = -16; NR5A2 inv ag = 19; TRAIL sens C8 = 18

Returning to the listing, repeating the two entries before the break.
Compound	NCOA3 inh	NR2F2 inh	EBV LMP1 NFkB	TWEAK Fn14 block	NOD2-RIPK2 inh	SRC1 inh	TLR9-MyD88 block	NCOA2 inhibitor	TROY NFkB inh	NR5A2 inv ag	TRAIL sens C8
O=c1[nH]c2ccc(Cl)cc2c(-c2ccccc2)c1N1CCOCC1	14	-5	-6	-3	-7	5	8	-35	23	11	-15
NC(=O)NC(CC(=O)NCCc1ccc(S(N)(=O)=O)cc1)c1ccc(Cl)cc1 (stereo unspecified)	8	-15	-7	7	-24	-2	-4	8	7	2	5
CC(C)N1C(=O)C2C(C(=O)NCc3ccccc3)C3C=CC2(O3)C1C(=O)NC(C)(C)C (stereo unspecified)	13	13	-1	5	-1	-7	5	-8	9	-8	0
COc1ccc(C(=O)/C=C/c2ccc(F)cc2)c(OC(=O)c2ccc([N+](=O)[O-])cc2)c1	-3	-13	-2	8	-12	-17	-14	-44	44	2	12
Cc1ccc(-c2nnc3cccc(Cl)n23)cc1	-6	-14	0	-17	2	4	-4	-12	8	13	17
CCCC(=O)N(CCN(C(=O)CCC)c1ccccc1)c1ccccc1	7	9	3	4	-8	-5	7	-5	-8	8	9
O=C(COc1cc([N+](=O)[O-])cc2cccnc12)NCCC1=CCCCC1	5	5	3	-15	2	7	-10	10	5	-12	-1
CC(=O)N(c1ccccc1)c1nc(C)cc(C)c1C#N	14	6	4	0	1	-14	4	-2	12	9	-13
CC(C)[C@@H](NC(=O)OC(C)(C)C)C(=O)NCC1CCC(C(=O)N[C@@H](Cc2ccccc2)C(=O)O)CC1 (stereo partly specified)	7	5	0	-8	-4	0	-6	12	7	-3	-22
O=C(Cc1ccccc1)NCCS(=O)(=O)N1CCN(c2ccccc2)CC1	-6	18	5	-3	-2	-7	6	7	-1	-19	-7
Cc1occc1-c1nnc(SCC(=O)c2c(N)n(Cc3ccccc3)c(=O)n(C)c2=O)n1C	0	-1	2	3	-3	-7	5	13	-8	10	-11

High-throughput results as filed in PubChem.
